Screening data (PubChem BioAssay)
PLCb3 inh: blocks human PLC-beta3 enzyme activity; Q01970; Purified PLC-beta3, fluorogenic substrate, fluorescence; inhibition, % at 12.2 µM; 370,000 tested, 0.18% active; AID 720704; in the data active means inhibition above about 11%;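 further: 0% = median of compound wells on plate and 100% = full blocker control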
ssDAF12 agonist: activates DAF-12 receptor from parasite S. stercoralis; HEK293 ssDAF-12/GRIP1 lit1-tk-luc reporter, luminescence; % of 3 µM dafachronic acid response; AID 652126; 370,000 tested, 1% active; activation, % at 6.8 µM;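 active means activation above the mean over all tested compounds plus 3 SD, cut at about 0.9% in these data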;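 further: 0% = DMSO-only wells and 100% = 3 µM delta7-dafachronic acid wells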
hgDAF12 agonist: agonists of H. glycines DAF-12 nuclear receptor | HEK293 GAL4-hgDAF12 UAS-luciferase reporter, agonist luminescence; normalized to butyrate control | activation, % at 6.8 µM | 370,000 tested, 1.8% active | AID 687014;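 active means activation above a cutoff set at the mean of all screened compounds plus 3 SD, cut at about 10% in these data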;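 further: 0% = DMSO wells and 100% = sodium butyrate wells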
DAX1 inh-1: inhibitors of DAX1 repression of SF-1 activated StAR promoter | HEK293T StAR-luciferase reporter, SF-1/DAX-1 repression relief | inhibition, % at 6.8 µM | 370,000 tested, 1.1% active | AID 652010;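 active means inhibition above the mean over all tested compounds plus 3 SD, cut at about 3.6% in these data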;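 further: 0% = DAX-1 cells with DMSO and 100% = cells lacking DAX-1 with DMSO; higher inhibition means more luminescence from relief of DAX-1 repression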
ADAM17 inh: inhibits human ADAM17. 370,000 tested, 0.83% active. inhibition, % at 6.95 µM. AID 720648. P78536. recombinant ADAM17, EDANS/DABCYL FRET peptide cleavage;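 active means inhibition above the mean of compounds lying between control limits plus 3 SD, set per campaign, cut at about 8.5% in these data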;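 further: 0% = DMSO-only wells as the low control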
hcDAF-12 act: activators of H. contortus DAF-12 nuclear receptor; HEK293 hcDAF-12 lit1-tk-luc reporter, luminescence; 0% DMSO, 100% Δ7-dafachronic acid; 370,000 tested, 1.4% active; activation, % at 6.8 µM;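 active means activation above the mean of all tested compounds plus 3 SD, cut at about 5.5% in these data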;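 further: 100% = response to 3 µM Δ7-dafachronic acid high control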
ADAM10 inh: ADAM10 inhibition, QFRET primary screen; inhibition, % at 7 µM; AID 720582; O14672; 370,000 tested, 0.62% active; recombinant ADAM10, EDANS/DABCYL FRET peptide cleavage, 3 h;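 active means inhibition above a per-campaign cutoff equal to the mean of compounds falling between control-based bounds plus 3 SD, cut at about 20% in these data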;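 further: 0% = DMSO wells while the 100% control is not disclosed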
DAX1 inh-2: inhibitors of human orphan nuclear receptor DAX1 (NR0B1) | P51843 | 340,000 tested, 0.99% active | AID 504766 | inhibition, % at 6.75 µM | HEK293 Gal4-DAX1 luciferase reporter, luminescence;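 active means inhibition above the mean over all tested compounds plus 3 SD, cut at about 4.2% in these data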;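 further: 0% = DAX1-transfected cells with DMSO and 100% = empty-vector control cells with DMSO; inhibition shows as a rise in luminescence from relieved DAX1 repression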
Target sequence (P51843 207-470 limits assumed): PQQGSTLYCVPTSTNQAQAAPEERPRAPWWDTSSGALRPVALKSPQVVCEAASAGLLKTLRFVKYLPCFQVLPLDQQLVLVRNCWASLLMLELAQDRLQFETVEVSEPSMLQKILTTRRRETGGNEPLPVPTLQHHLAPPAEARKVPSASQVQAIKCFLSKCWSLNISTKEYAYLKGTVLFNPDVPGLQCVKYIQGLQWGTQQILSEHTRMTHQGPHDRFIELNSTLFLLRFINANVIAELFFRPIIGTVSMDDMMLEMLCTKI
FXN GAA850 act: activators of GAA850 frataxin (FXN) promoter; 360,000 tested, 0.56% active; activation, % at 6 µM; HEK293 lucGAA850 FXN promoter luciferase reporter, 24 h; percent of 10 µM SAHA response;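 active means activation above the average of all compounds screened plus 3 SD, cutoff fixed separately per campaign, cut at about 7.5% in these data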;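 further: 0% = DMSO wells and 100% = 10 µM SAHA wells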
PLCg1 inh: inhibitors of human phospholipase C gamma1; P19174; purified PLC-gamma1, fluorogenic substrate, fluorescence; 370,000 tested, 0.84% active; inhibition, % at 12.2 µM; in the data active means inhibition above about 9.5%
HGIII-sPLA2 inh: Inhibits HGIII-sPLA2 liposome hydrolysis, primary screen. QFRET BODIPY PC-A2 liposome hydrolysis, fluorescence. AID 743126. inhibition, % at 12.2 µM. 370,000 tested, 0.56% active. Q9NZ20;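 active means inhibition above mean plus 3 SD of compounds lying within the high and low control bounds, cut at about 19% in these data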;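 further: 0% = median of test compound wells and 100% = no enzyme DMSO wells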
Target sequence (Q9NZ20 whole entry, looked up): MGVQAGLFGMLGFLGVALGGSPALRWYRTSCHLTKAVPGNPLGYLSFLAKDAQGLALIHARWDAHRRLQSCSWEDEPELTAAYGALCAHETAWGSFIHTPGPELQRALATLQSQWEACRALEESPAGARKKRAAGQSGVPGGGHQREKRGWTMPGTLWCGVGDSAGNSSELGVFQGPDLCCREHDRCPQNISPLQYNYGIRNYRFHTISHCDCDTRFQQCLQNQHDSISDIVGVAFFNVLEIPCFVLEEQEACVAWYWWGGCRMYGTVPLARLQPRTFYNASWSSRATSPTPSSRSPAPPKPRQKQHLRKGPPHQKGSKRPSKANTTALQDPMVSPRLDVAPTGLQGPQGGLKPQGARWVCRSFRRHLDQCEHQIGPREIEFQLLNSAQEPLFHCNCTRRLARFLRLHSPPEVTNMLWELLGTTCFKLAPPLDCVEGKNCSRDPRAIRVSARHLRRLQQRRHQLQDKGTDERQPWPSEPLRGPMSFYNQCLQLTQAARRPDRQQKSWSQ
* = called active by the depositor; i = inactive; . = not tested or not shown.

SMILES	PLCb3 inh	ssDAF12 agonist	hgDAF12 agonist	DAX1 inh-1	ADAM17 inh	hcDAF-12 act	ADAM10 inh	DAX1 inh-2	FXN GAA850 act	PLCg1 inh	HGIII-sPLA2 inh
COc1cccc(NC(=O)CN(C)C(=O)Cc2n[nH]c(=O)c3ccccc23)c1	-5	0.3	2.9	2.4	-2	1.1	-1	0.8	3.5	-1	-2
COC(=O)CS(=O)(=O)c1ccc2c(c1)CC(=O)N2	-2	-1.3	4.2	0.5	-5	-0.8	-2	0.1	3.9	-3	-2
O=C(Nc1ccc2nn(-c3ccccc3)nc2c1)c1cccs1	-22	-1.3	9.8	0.7	-40	-0.7	-101	0.1	1.4	-24	-8
COc1cc(C(=O)n2nc(C)cc2C)ccc1O	-1	-1.2	0.9	-0.4	-1	-0.1	-3	-0.8	0.7	0	-1
COc1ccc(S(=O)(=O)NCc2ccccn2)cc1NC(=O)c1ccccc1	-1	-1.0	1.9	-1.1	1	-1.3	-1	0.1	-4.3	-2	-7
CNC(=O)CC(C(=O)O)c1ccc(OC(C)C)cc1 (centres undefined)	1	-1.3	-2.3	0.7	-6	-2.2	-11	-0.5	-0.7	2	2
Cc1cc(Oc2ccccc2)nc(NCc2ccccc2)n1	1	-1.6	-0.1	0.0	1	0.3	11	2.5	-1.8	3	-6
O=c1c2ccccc2[nH]c(=S)n1Cc1ccccc1Cl	-8	-0.9	0.7	-0.2	-1	-0.8	-10	-0.8	1.3	1	12
COc1ccccc1NC(=O)c1ccc2c(O)c(S(=O)(=O)c3ccccc3)c(=O)[nH]c2c1	-14	-1.3	1.8	-0.1	-2	-1.0	-7	0.6	-0.6	-5	5
C/C(N)=C(/C#N)C(=O)COC(=O)c1cccc2ccccc12	-5	-1.1	3.8	0.0	-9	-0.4	-22	0.2	2.6	-3	-5
O=S1(=O)CCN2C(c3cccc4ccccc34)=CSC2=N1	0	-1.6	-0.3	-0.8	-5	-1.7	-4	2.1	-0.3	0	7
Cc1cccc(NC(=O)CSc2nnc([C@@H](N)Cc3ccccc3)o2)c1C	2	-0.8	-0.3	-0.1	-4	-1.0	4	-1.6	0.5	-1	1
O=C(NN1S(=O)(=O)c2ccccc2S1(=O)=O)c1ccc(Br)cc1	-7	-1.5	0.0	-0.2	-1	-1.8	-5	0.2	0.3	-1	4
Cc1nc2sc(C(c3cccc(F)c3)N3CCC(O)CC3)c(O)n2n1 (centres undefined)	2	-0.7	-0.9	-0.2	-5	-0.2	-10	-0.9	-0.1	2	0
CC1=CC(=C2C(=O)c3ccccc3C2=O)C=C(C)O1	-3	-1.1	0.8	1.0	0	-1.4	11	1.2	5.6	-6	8

Entries of single compounds as entered above. Order of values: PLCb3 inh, ssDAF12 agonist, hgDAF12 agonist, DAX1 inh-1, ADAM17 inh, hcDAF-12 act, ADAM10 inh, DAX1 inh-2, FXN GAA850 act, PLCg1 inh, HGIII-sPLA2 inh
Shown for O=C(NN1S(=O)(=O)c2ccccc2S1(=O)=O)c1ccc(Br)cc1 = -7, -1.5, 0.0, -0.2, -1, -1.8, -5, 0.2, 0.3, -1, 4
Shown for CNC(=O)CC(C(=O)O)c1ccc(OC(C)C)cc1 (centres undefined) = 1, -1.3, -2.3, 0.7, -6, -2.2, -11, -0.5, -0.7, 2, 2

More records.
SMILES	PLCb3 inh	ssDAF12 agonist	hgDAF12 agonist	DAX1 inh-1	ADAM17 inh	hcDAF-12 act	ADAM10 inh	DAX1 inh-2	FXN GAA850 act	PLCg1 inh	HGIII-sPLA2 inh
CCCCn1c(N)c(N(CCOC)C(=O)CSCc2cccc(C)c2)c(=O)[nH]c1=O	-8	-1.1	-4.3	2.4	-7	-1.4	-21	0.4	0.6	-3	1
CCOc1ccccc1NC(=O)Cn1cnc2c(cnn2-c2ccc(C)c(C)c2)c1=O	0	-1.1	2.1	0.6	3	-0.9	4	-0.4	-1.2	4	1
C/C(=N\Nc1ccc(F)cc1F)c1ccc(Br)s1	0	-1.2	-1.1	-0.3	0	1.2	-9	2.0	-0.9	-3	9
COc1ccc(S(=O)(=O)N(CC(=O)Nc2ccc(S(=O)(=O)N3CCOCC3)cc2)Cc2ccc(F)cc2)cc1	6	-1.1	-0.9	-0.4	9.4*	-0.1	32*	-1.2	-0.6	8	-40
CC1CCc2c(sc(N)c2C(N)=O)C1 (centres undefined)	-287	-0.4	-0.4	-0.3	-19	1.0	-45	0.0	-0.1	-180	-3
O=C(Nc1ccn(Cc2ccc(Cl)cc2)n1)c1ccc2c(c1)OCO2	-4	-0.7	-0.2	-0.8	-1	-1.4	-2	-0.1	-1.9	-2	-4
O=C(NCc1nnc(SCC(=O)N2CCc3ccccc32)o1)c1ccco1	1	-1.4	-1.2	-0.3	-1	-0.8	-1	0.4	0.8	1	-6
COC(=O)[C@@H](N)CS	-6	-1.5	2.9	0.6	0	-0.4	-1	1.6	-0.1	-2	5
CC(=O)c1cc(-c2cc(C(=O)O)cc([N+](=O)[O-])c2)c(=O)n2c1CCC2	5	-0.8	1.4	0.0	3	1.8	0	.	.	5	1
CCCCCCCCC(c1nc2cc(C)c(C)cc2[nH]1)n1c(=O)c(-c2ccccc2Br)nc2ccccc21 (centres undefined)	-2	-0.1	-2.3	0.3	-7	0.2	-18	.	.	-1	15
Cn1cccc1C(=O)OCC(=O)c1c[nH]c2ccccc12	-2	0.4	14*	4.7*	-4	11*	-10	4.0	3.4	-1	-3
O=C(NCCN=C1NS(=O)(=O)c2ccccc21)c1ccc(S(=O)(=O)N2CCOCC2)cc1	-13	-0.4	-0.9	-1.0	-4	1.0	11	0.5	-0.5	-3	-8
Cc1nn(Cc2ccccc2)c(Cl)c1C(=O)NC(C)(C)C	0	-0.5	-0.1	-0.4	-6	-1.1	0	-1.0	-0.6	0	4
Cc1ccc(C(=O)NCCN(C)C)cc1C	-2	-0.7	-0.5	0.3	-6	-1.1	-8	1.0	-0.4	1	1
CN1CCCc2cc(C=O)ccc21	-12	-0.9	1.3	-0.3	-6	-1.6	-5	-0.3	-1.4	-10	0
COc1cccc2c1OCC(CN1CCN(C3CCCCC3)C(CCO)C1)=C2 (centres undefined)	-3	-1.2	-0.7	-0.3	-2	-0.8	-1	-0.9	1.2	2	-1
CCOC(=O)/C=c1\s/c(=C\c2ccccc2OC)c(=O)n1CC(=O)N1CCOCC1	-69	-0.9	-2.1	-1.3	1	-2.6	-3	0.5	-1.4	-55	-3
CCc1ccc(Oc2coc3cc(O)ccc3c2=O)cc1	i	-0.9	2.2	0.8	-218	-0.5	i	1.6	5.9	i	-4
CCOc1ccc(Cl)cc1CNc1nnnn1C	1	-0.7	2.4	0.9	-4	-1.4	0	-0.6	0.2	1	6
Cc1ccc(S(=O)(=O)N2CCOCC2)cc1C(=O)Nc1ccc(S(=O)(=O)Nc2nccs2)cc1	-12	-1.9	1.0	1.1	-4	-0.6	-6	0.3	2.5	-6	-31
Cc1ccccc1-n1nnnc1SCC(=O)c1c(N)n(C2CC2)c(=O)[nH]c1=O	3	-0.2	1.2	0.6	-3	1.6	-2	2.1	0.2	2	5
CCN1CCN(C(=O)CN(C)S(=O)(=O)c2ccc(OC)cc2)CC1	5	-0.8	0.0	-0.2	-4	-0.6	-2	-0.5	1.6	2	5
CCc1ccc(NC(=O)Cn2nnc(-c3ccc(C)cc3-n3cnnn3)n2)cc1	-5	-1.6	2.5	0.5	2	-2.4	12	-1.2	1.9	4	-9
CCn1nc(C(=O)NNS(=O)(=O)c2cc(/C=C/C(=O)O)cc(OC)c2OC)c2ccccc2c1=O	1	-1.4	-2.2	0.2	-2	-0.2	-7	0.9	1.7	0	-1
COc1cccc(C(NC(C)=O)c2nc(-c3cccc(C(C)C)c3)cs2)c1 (centres undefined)	-2	-1.2	-0.4	-0.3	4	-1.6	-1	.	-0.6	-2	-8
CCC(=O)Nc1cccc(NC(=O)c2ccc3c(c2)OCO3)c1	0	-1.1	3.7	2.1	-5	0.2	4	4.0	0.9	5	-3
Nc1c(N2CCCCC2)c(=O)[nH]c(=O)n1-c1ccccc1	1	-1.2	1.2	1.2	-6	-0.8	-12	2.7	2.3	-4	5
COc1ccc(CNC(=O)CSc2nc3ccc(C)cc3[nH]2)cc1	-2	-1.2	0.5	-0.1	0	-1.7	-2	0.9	0.0	3	-4
CC(C)(C)c1ccc(C(CC(=O)O)NS(=O)(=O)Cc2ccccc2)cc1 (centres undefined)	-6	-1.0	0.9	0.9	-1	0.2	-1	0.0	2.0	0	-10
O=C(CSc1nnc2ccc(-c3ccccn3)nn12)N1CCCC1	-4	-0.9	-3.8	-0.5	-3	-0.8	-8	0.1	-0.2	0	9
COc1ccc(C)cc1Nc1nc(-c2c(C)[nH]c3ccccc23)cs1	-55	-0.2	5.8	-1.0	-4	3.4	-3	-0.5	0.8	-47	16
Cc1cccc(-n2c(CCN3C(=O)c4ccccc4C3=O)nc3ccccc3c2=O)n1	-6	-0.7	-1.6	-0.7	-8	-0.1	-1	-0.3	0.8	-5	-4
CCC(=O)Nc1nc(-c2ccc3c(c2)OCCO3)cs1	3	-0.3	19*	2.7	-3	5.0	-13	1.3	1.4	2	2
CCSC1(SCC)N=C(N)C2(C#N)C(c3ccc(F)cc3)C12C#N (centres undefined)	-39	-0.8	-2.2	-1.0	-4	-1.2	-9	-0.3	5.8	-33	0
CN(Cc1cn(C)nc1-c1ccc(Oc2ccccc2)cc1)Cc1cnc2ccccn12	-3	-2.2	-5.5	-2.4	0	-2.9	4	-3.2	-0.6	5	0
CCc1nc2c(OCc3ccc(OC(F)F)cc3)cccn2c1N(C)C(=O)c1ccc(OC)cc1	3	-1.7	-5.2	-1.5	2	-2.5	8	.	2.1	0	-6
CC(OC(=O)Cn1[nH]c(=O)c2ccccc2c1=O)C(=O)NC1(C#N)CCCCC1 (centres undefined)	5	0.1	1.0	1.9	0	1.5	0	2.0	0.4	2	6
CC(NC(=S)Nc1ccccc1OC(F)F)C(C)(C)C (centres undefined)	1	-0.8	-1.7	-0.1	-21	0.3	-1	-0.8	-0.4	-1	9
O=C(CSCc1cnn(-c2ccccc2)c1-n1cccc1)NCc1ccccn1	-5	-1.9	-1.1	-0.5	2	-0.9	7	-0.2	-0.3	-1	4
CN(C)Cc1cc(CN(C)C)c(O)c(CCc2ccccc2)n1	-4	-0.9	-0.2	-0.6	-4	-0.3	-7	0.4	2.1	-2	9
O=C(NCc1cccs1)C1CCN(S(=O)(=O)c2ccccc2[N+](=O)[O-])CC1	0	-1.2	1.4	0.7	1	-1.1	7	.	.	3	-4
CCN(CC)C(=O)CN(c1cccc(Br)c1)S(C)(=O)=O	1	-1.6	-1.0	-0.3	-3	0.8	4	.	-0.3	2	1
CCOC(=O)C1(C)CCCN(C(=O)c2ccc(-c3ccccc3)cc2)C1 (centres undefined)	10	-0.7	-1.1	0.1	2	-0.5	7	.	-0.7	2	-11
Cc1ccc(-n2nc3c(c2NC(=O)c2ccc4c(c2)OCO4)CS(=O)(=O)C3)c(C)c1	-4	-1.0	2.7	0.0	0	-2.7	6	-0.7	-2.5	-1	-12
